# Sm TGR block = blocks Schistosoma mansoni thioredoxin glutathione reductase. 3% of 360,000 active. Q962Y6. purified TGR, DTNB reduction, TNB absorbance 405 nm. Potency, µM (top dose mostly 114 µM), without a hit: at the highest dose activity change, negative = inhibition, hits mostly inhibitors. AID 485364; further: potency means the concentration at half of the fitted maximal effect; nearly all actives have a fitted effect of over 60% in size
#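 First, TGR (20 nM dispensed) and NADPH were mixed with compound. Second, a 15 min room-temperature incubation followed. Third, further NADPH and then DTNB were added to start the reaction. Finally, TNB absorbance was monitored kinetically.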
# AmpC inh detg = AmpC beta-lactamase inhibition with detergent present; P00811; AmpC hydrolysis of nitrocefin, absorbance 480 nm, 0.01% Triton; Potency, µM (highest dose often 114 µM), inactives show top-dose activity change, negative = inhibition, most hits filed as inhibitors; 0.041% of 370,000 active;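 further: potency means the concentration at half of the fitted maximal effect; 0% = no-compound wells and -100% = no-enzyme wells; nearly all actives have a fitted effect of over 25% in size; some results filed as inactive show a strong effect at the top dose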
# Target sequence (P00811 whole entry, looked up): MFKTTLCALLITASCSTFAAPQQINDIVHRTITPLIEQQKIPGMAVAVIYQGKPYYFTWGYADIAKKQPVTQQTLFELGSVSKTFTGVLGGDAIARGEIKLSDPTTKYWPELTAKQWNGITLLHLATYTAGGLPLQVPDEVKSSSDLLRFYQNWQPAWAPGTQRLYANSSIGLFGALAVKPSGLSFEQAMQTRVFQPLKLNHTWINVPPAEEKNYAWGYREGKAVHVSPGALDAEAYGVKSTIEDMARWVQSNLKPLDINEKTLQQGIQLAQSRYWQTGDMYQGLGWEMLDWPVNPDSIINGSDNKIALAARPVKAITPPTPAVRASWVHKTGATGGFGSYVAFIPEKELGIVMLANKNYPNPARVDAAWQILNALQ
#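 AmpC (5.3 nM in the dispensed reagent) in 20 mM phosphate pH 7.0 with 0.01% (detergent screen) or 0.0001% Triton X-100 was preincubated with compounds for 15 min at room temperature. Nitrocefin was then added from an 800 uM solution, and hydrolysis was followed at 480 nm.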
# HCMV antiviral = blocks human cytomegalovirus replication; HFF cells, HCMV-luciferase reporter, 72 h; stronger effect = lower value; activity change, negative = inhibition, % at 57.5 µM; 4.5% of 410,000 active; in the data active means activity change below about -60%; inconclusive means no clear call, values can overlap the other calls; inactive means above about -39%
#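 HFF cells seeded 16 h at 37C, treated with compounds, infected with luciferase-reporter HCMV at MOI 1 PFU/cell; luciferase read at 72 h post infection, normalized to buffer-only and Salinomycin controls.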
# FBPA Giardia inh = blocks Giardia fructose-bisphosphate aldolase activity; A8B2U2; purified Giardia FBPA; Potency, µM (highest dose often 59.6 µM), without a hit: top-dose activity, negative = inhibition, most hits filed as inhibitors; 0.71% of 290,000 active; further: potency means the concentration at half of the fitted maximal effect; nearly all actives have a fitted effect of over 55% in size
# Target sequence (A8B2U2 whole entry, looked up): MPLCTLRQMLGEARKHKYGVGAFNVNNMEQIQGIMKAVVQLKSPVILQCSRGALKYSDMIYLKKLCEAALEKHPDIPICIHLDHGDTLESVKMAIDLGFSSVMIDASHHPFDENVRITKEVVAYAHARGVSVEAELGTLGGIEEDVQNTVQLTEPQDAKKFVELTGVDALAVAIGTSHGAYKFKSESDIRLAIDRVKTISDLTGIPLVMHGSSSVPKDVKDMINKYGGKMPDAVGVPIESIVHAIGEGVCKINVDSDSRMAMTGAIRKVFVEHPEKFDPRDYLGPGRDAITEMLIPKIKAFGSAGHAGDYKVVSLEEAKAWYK
#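 Giardia FBPA (40 nM reagent) was preincubated 10 min at RT with compound (up to 57.5 uM final), then substrate plus GAPDH/TPI/NAD/arsenate coupling system with diaphorase/resazurin was added; resorufin fluorescence (525/598 nm) was read after 20 min.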
# AMA1 RON2 block = disrupts binding of P. falciparum AMA1 to RON2 | Potency, µM (doses to about 58.2 µM), without a hit: at the highest dose activity change, negative = inhibition, usual class: inhibitors | 0.2% of 360,000 active | AlphaScreen AMA1-biotinylated RON2 peptide binding | AID 720542;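 further: potency means the concentration at half of the fitted maximal effect; 0% = vehicle wells and -100% = peptide control; nearly all actives have a fitted effect of over 45% in size; some results filed as inactive show a strong effect at the top dose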
#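 AMA1 (3D7) with his tag at 25 nM final met compounds first, then biotinylated RON2 peptide at 25 nM; detection used donor plus acceptor beads, 10 µg/mL apiece, read by AlphaScreen after 30 min at room temperature.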
# HCV inh = HCV inhibition | 3.4% of 340,000 active | Potency, µM (highest dose often 41.8 µM), for inactives: at the highest dose activity change, negative = inhibition, hits mostly inhibitors | AID 651820 | Huh7.5.1 HCVcc-Cre infection, luciferase reporter, 44 h; further: potency means the concentration at half of the fitted maximal effect
#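 1,000 cells/well; 4 h culture; + compound; + HCVcc-Cre (~0.5 moi); 44 h; luciferase substrate, RT 15 min; read 15 sec.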
# * hit, by the source's call; ? = inconclusive; . = no result given; & = joins results of further samples; ! = a repeat was not active; [ ] = another dose, or the depositor's remark. Unless noted, the call rests on the fitted dose curve; in most records, active means well fitted curve in the direction sought with a large enough effect; inconclusive means small, poorly fitted or top-dose-only effect, or another doubt; inactive means no such curve, though single readings can be large; an effect the other way counts as inactive or inconclusive. Unless noted, on the % scale 0 is the no-effect control and ±100 the full control effect. Rows were taken by chance; 9.3% or so of the library scored in one or more.
SMILES,Sm TGR block,AmpC inh detg,HCMV antiviral,FBPA Giardia inh,AMA1 RON2 block,HCV inh
CSc1nnc(N2C(=O)C(O)=C(C(=O)c3ccco3)C2c2ccc(F)cc2)s1 (centres undefined),50.1µM*,-0.7%,-6.8,.,8.8%,8.7%
CCn1c2ccccc2c2cc(NC(C)=O)ccc21,10.1%,?,68.9,-13.5%,4.1%,?
Cc1c(C)c2ccc(OCC(=O)N3CCN(c4ccc(F)cc4)CC3)c(C)c2oc1=O,-8.1%,-14.8%,2.9,7.0%,-6.2%,1.0%
CCN1CCN(Cc2c(C(=O)N/N=C(\C)c3ccc(Cl)c(Cl)c3)nnn2-c2nonc2N)CC1,2.5%,2.9%,.,?,.,.
CCN1C(=O)N[C@@H](c2cccc(C(F)(F)F)c2)C(C(=O)OC)=C1C,.,.,14.2,3.6%[12.9 µM],-2.6%,-7.3%
O=C(C1CCN(S(=O)(=O)c2cccc3nonc23)CC1)N1CCN(c2ccccc2F)CC1,-9.6%,-6.8%,-18.1,.,.,.
COc1ccc(-c2n[nH]c3c2CN(C(=O)c2ccccc2)CC3)cc1,3.0%,2.7%,0.0,-0.6%,12.4%,-6.1%
CC(C)c1ccc(-c2noc(SCC(=O)N3CCCCC3C)n2)cc1 (centres undefined),2.8%,5.6%,-2.7,.,.,.
CCOC(=O)C(=CNc1cc(Cl)c(-c2ccco2)c(Cl)c1)C(=O)OCC,-33.4%,-2.9%,8.6,-3.6%,-7.3%,12.6µM*
Cc1cc(C)c2c(CC(=O)Nc3ccccc3C(F)(F)F)coc2c1,-5.7%,-2.5%,-10.9,.,.,.
C[C@]12CCC3C(CC[C@@H]4[C@H]5O[C@H]5CC[C@]34C)C1CC[C@@H]2O (some centres undefined),.,.,-12.4,.,2.0%,4.9%
CS(=O)(=O)N(Cc1ccccc1)c1ccc(C(=O)Nc2ccc3c(c2)OCO3)cc1,-12.6%,-4.8%,-19.5,0.0%,-10.7%,-10.0%

# Whole records, quoted from the list:
# Results for `CCN1CCN(Cc2c(C(=O)N/N=C(\C)c3ccc(Cl)c(Cl)c3)nnn2-c2nonc2N)CC1` → Sm TGR block: 2.5%; AmpC inh detg: 2.9%; HCMV antiviral: .; FBPA Giardia inh: ?; AMA1 RON2 block: .; HCV inh: .
# Results for `CCOC(=O)C(=CNc1cc(Cl)c(-c2ccco2)c(Cl)c1)C(=O)OCC` → Sm TGR block: -33.4%; AmpC inh detg: -2.9%; HCMV antiviral: 8.6; FBPA Giardia inh: -3.6%; AMA1 RON2 block: -7.3%; HCV inh: 12.6µM*

# The list continues.
SMILES,Sm TGR block,AmpC inh detg,HCMV antiviral,FBPA Giardia inh,AMA1 RON2 block,HCV inh
Cc1ccc(SC(C)C(=O)NCc2cccnc2)cc1 (centres undefined),-2.7%,-11.7%,-2.7,1.3%,0.8%,4.5%
CCCCn1c(N)c(N(CC)C(=O)c2cc(C)cc(C)c2)c(=O)[nH]c1=O,10.3%,?,4.5,13.6%,3.8%,-3.0%
COc1ccc(C(=O)N(C)Cc2ccc(C)o2)cc1OC1CCN(C(C)=O)CC1,25.1µM*,-10.5%,13.9,-2.8%,-4.0%,6.6%
Clc1ccc(Nc2c3c(nc4ncnn24)CCC3)cc1,6.0%,-0.9%,6.0,-5.0%,95.8%[activator],-8.6%
CCCCN=C(C)C1=C(O)CSC1=O,3.0%,-10.5%,19.7,0.5%,8.4%,4.9%
COc1ccccc1C(=O)N(Cc1ccco1)Cc1ccccc1F,-0.7%,3.0%,?,.,.,.
Cc1cc(C)cc(-c2nc(-c3ccncc3)no2)c1,4.4%,-16.3%,68.6,4.0%,4.7%,-17.8%
CN(Cc1ccccc1Cl)C(=O)C1CCC(=O)N(CCc2cccc(F)c2)C1 (centres undefined),-32.3%,?,-12.7,.,10.7%,-12.4%
CN(C)c1nnnn1Cc1ccc(Cl)cc1Cl,1.2%,-7.3%,-3.5,9.3%,13.6%,-0.3%
S=C1NCN(Cc2ccco2)CN1c1cccc2ccccc12,4.0%,3.7%,60.9,-1.5%,-0.3%,-6.9%
C=CCn1c(NC(C)c2cc(Cl)ccc2O)nc2ccccc21 (centres undefined),5.5%,-16.0%,-11.8,-11.6%,-2.3%,?
CCOC(=O)/C(=N\Nc1ccccc1Cl)N1CCN(c2ccccc2OC)CC1,-0.3%,-15.3%,-5.3,-4.6%,-5.5%,-15.8%
CCCOc1c(OC)cc(Cl)cc1C1NC(=O)NC(C)=C1C(=O)NCc1ccccc1 (centres undefined),5.5%,0.4%,-0.4,1.4%,2.4%,.
O=C(COc1nsnc1N1CCOCC1)Nc1ccc(Br)cc1,1.5%,-9.9%,-14.0,5.4%,-24.7%,?
O=C(NC(=S)Nc1cc(-c2nc3ccccc3[nH]2)ccc1Cl)c1ccc2c(c1)OCO2,1.2%,-7.8%,-75.6*,0.2%,35.2%[activator],?
C/C(CC(C)C)=N\NC(=O)Nc1ccccc1,-6.8%,-14.0%,18.0,-0.1%,-5.0%,28.2%
COc1cc(C(=O)Nc2ccc3c(c2)C(=O)N(CCC(=O)O)C3=O)cc(OC)c1OC,-2.6%,-0.8%,41.8,6.4%,2.7%,10.9%&15.7%
COc1ccc(/C=N/n2cnnc2SCc2ccccc2)cc1,13.8%,-6.6%,6.6,3.6%,-4.2%,-6.6%
O=c1[nH]c(CSc2nnc(COc3ccccc3)n2-c2ccccc2)nc2ccccc12,3.2%,-7.3%,.,-1.9%,96.3%[activator],-26.9%
COc1ccc(N2CCN(C(=O)c3ccc(COc4ccc([N+](=O)[O-])cc4)o3)CC2)cc1,-11.9%,-2.7%,?,-3.7%,?,?
COc1ccccc1NC(=O)Nc1nc(CC(=O)Nc2ccccc2F)cs1,-0.5%,-12.4%,3.5,.,-2.7%,?
Brc1cccc(CNCc2cccs2)c1,-6.4%,-11.1%,-37.3,-9.0%,10.1%,26.9%
Cc1ccc(S(=O)(=O)N2CCOCC2)cc1C(=O)OCC(=O)NCCc1ccc(F)cc1,.,.,2.2,.,11.5%,?
CCOC(=O)CN(C(=O)CSc1nnc(-c2ccncc2)n1CCCOC)c1ccccc1,4.3%,-12.6%,26.1,3.0%,-5.0%,11.2%
Cc1ccc(C(=O)N2CCN(S(=O)(=O)c3ccc(Br)cc3)CC2)o1,-0.7%,?,-1.8,0.6%,-11.8%,18.0%
COc1ccc(/C=C/C(=O)NNc2cc(=O)n(C)c(=O)n2C)cc1OC,3.2%,6.0%,-3.5,?,27.9%,2.5%
CCc1ccc(NC(=O)c2cc(S(=O)(=O)N3CCCC(C)C3)cn2C)cc1 (centres undefined),-0.8%,4.5%,-13.1,.,.,.
CCn1nnc(NC(=O)c2ccco2)n1,-2.2%,?,34.0,2.6%,8.3%,19.4%
CC(=O)c1c(C)n(CC(=O)NCc2ccco2)c2ccccc12,-23.3%,-0.2%,-33.7,-1.6%,23.5%,5.4%
O=C(Nc1cccc(Cl)c1Cl)c1cc(S(=O)(=O)N2CCCCC2)ccc1F,-5.5%,-4.5%,?,.,.,.
COc1ccccc1CNC(=O)[C@H](C)NC(=O)C1CCN(C(=O)[C@@H](N)CCSC)CC1,-19.1%,?,21.9,-12.3%,23.2%,2.3%
O=C1CN(C(=O)c2ccc(S(=O)(=O)N3CCCCC3)cc2)C(c2ccc(F)cc2)c2cc(F)ccc2N1 (centres undefined),1.6%,2.3%,-0.4,.,.,.
COC(=O)c1ccccc1NC(=O)/C=C/c1ccco1,39.8µM*,-15.8%,13.7,-0.3%,-27.2%,?
Cn1cc(-c2cc3n(n2)CCC(=O)N3CCCC(=O)NCc2ccc(Cl)cc2)c2ccccc21,-19.7%,-2.5%,-38.3,.,.,.
C=CCOC(=O)C1=C[C@H](c2ccc(Br)cc2)C[C@H](OCc2ccc(CO)cc2)O1,.,.,-2.8,.,9.4%,-10.5%
Cc1cccc(C(=O)Nc2nnc(S(=O)(=O)N(C)Cc3ccco3)s2)c1,7.94µM*!,4.5%&-1.0%,-1.4&15.7,.,-2.9%,5.1%
O=S1(=O)CCC(n2nccc2-c2ccccc2)C1 (centres undefined),-14.3%,-0.5%,-33.7,4.0%,-7.1%,6.3%
O=C(CCCCl)NC(=S)Nc1ccc(CN2CCOCC2)cc1,1.5%,2.9%,-11.0,-5.8%,7.0%,4.0%
Cc1onc(-c2ccccc2Cl)c1C(=O)N1CCN(c2cccc(Cl)c2)CC1,3.7%,6.4%,-9.6,0.9%,-3.0%,?
N#Cc1ccsc1NC(=O)COC(=O)c1ccc2ccccc2c1,19.4%,-2.1%,68.7,0.4%,-6.7%,-7.4%
CC(C)(C)c1nnc(NC(=O)c2cccnc2Cl)s1,11.6%,2.1%,35.5,-7.3%,-4.0%,9.6%
O=C(CSc1nc2ccccc2n1Cc1ccccc1)NCc1ccccc1,0.9%,9.2%,-26.5,.,.,.
N/C(=N\OC(=O)c1ccc(Cl)cc1[N+](=O)[O-])c1cccnc1,-14.2%,-10.2%,111.4,-3.8%,-5.9%,-6.3%
Cc1ccc2c(N)c(C)ccc2c1,-0.2%,-6.2%,-16.9,-25.6%,-17.7%,9.2%
O=C1Nc2cc(Cl)c(Cl)cc2N(O)N1c1ccccc1Cl,6.0%,?,-10.0,-0.2%,16.3%,11.4%
CC(O)(c1cccs1)C(C(=O)O)c1ccccc1 (centres undefined),.,.,-12.3,.,-2.7%,37.2%
C=CSc1sc(Cl)c(N(C)C)c1[N+](=O)[O-],30.4%,-1.2%,-26.5,-2.2%,-12.8%,1.6%
COc1ccc(N=Nc2c(C)n[nH]c2C)cc1,29.4%,-14.2%,1.5,15.3%,-19.7%,?
CCCCC(=O)Nc1cccc(C(=O)N/N=C/c2ccc(OC)cc2OC)c1,4.9%,-9.6%,-32.3,1.3%,32.1%[activator],0.9%
Cn1c(=O)c2c(ncn2CC(=O)N/N=C/C=C/c2ccco2)n(C)c1=O,11.2µM*,?,-11.6,?,-24.1%,3.2%
F[B-](F)(F)c1cc2ccccc2s1,.,.,20.1,.,-1.8%,6.4%[8.37 µM]
O=C(Cc1cccs1)NCCn1ccc2ccccc21,1.1%,4.4%,33.6,-1.9%,14.4%,-1.9%
CC(C)n1nnnc1CN1CCN(C)CC1,-1.3%,2.1%,-28.4,0.5%,-3.0%,0.6%
CCOC(=O)N1CCN(C(=O)c2cccc(-n3c(=S)[nH]c4cc(Cl)ccc4c3=O)c2)CC1,10.5%,?,-7.9,-14.5%,73.8%[activator],15.9%
O=C(NC1CC(=O)N(c2ccccc2)C1)c1ccc(Br)o1 (centres undefined),-0.4%,0.3%,-23.8,.,.,.
Cc1cccc(OCC(=O)NNC(=O)Cn2c(=O)cnc3ccccc32)c1,0.7%,-11.8%,7.8,.,76.2%[activator],-2.0%
CS(=O)(=O)Nc1ccc(C(=O)NCc2ccco2)cc1,-25.0%,-12.2%,0.7,6.6%,-2.0%,8.9%
COc1ccccc1OCCn1cc(/C=N/NC(=O)c2ccncc2)c2ccccc21,16.1%,5.8%,-5.5,-8.9%,21.0%,-22.1%
O=C(COC(=O)c1ccc(Cl)c(S(=O)(=O)N2CCCC2)c1)NC1CCCC1,?,-7.1%,19.9,-0.4%,2.0%,19.1%
O=C(C1CC1)N1CCc2cc(Br)c(S(=O)(=O)N3CCCCCC3)cc21,.,.,24.4,.,-4.6%,?
